KB-V1 MDR tox: qHTS assay for MDR1-selective chemotherapeutics: Primary screen using the drug-selected MDR subline cells KB-V1; KB-V1 MDR cells viability, CellTiter-Glo, 72 h; Potency, µM (series often up to 46.1 µM), for inactives: top-dose activity change, negative = cytotoxicity, usual class: cytotoxic; 3.4% of 400,000 active; also: potency is read from the fitted curve at half-maximal effect; % is scaled to controls: 0 for no effect and ±100 for the full control effect; nearly all actives have a fitted effect of over 60% in size
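In this primary screen, KB-V1 cells overexpressing P-gp are incubated with library compounds (lowest to highest concentration) for 72 h at 37 degrees C before a luminescent ATP viability read.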
IL-1B inflam inh: qHTS for Inhibitors of Inflammasome Signaling: IL-1-beta AlphaLISA Primary Screen | activity change, % at 57.5 µM | THP-1 LPS/ATP IL-1B secretion, AlphaLISA, 16 h; hits give low values | 4.7% of 360,000 active; in the data active = activity change below about -50%; inconclusive = mostly about -30% to -49%; also: % is scaled to controls: 0 for no effect and ±100 for the full control effect
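THP-1 cells pretreated 1 hr with compounds (up to 57.5 uM final), then stimulated with LPS (250 ng/mL final) plus ATP (1.25 mM final); secreted IL-1B measured by AlphaLISA after 16 hr, decreased signal indicating inhibition.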
ATXN2 expr inh: Primary qHTS for Inhibitors of ATXN expression; HEK-293 ATXN2-luciferase reporter, luminescence, 24 h; Potency, µM (highest dose often 57 µM), inactives show at the highest dose activity change, negative = inhibition, actives largely listed as inhibitors; 0.72% of 360,000 active; AID 1745845, 2022; also: potency is read from the fitted curve at half-maximal effect; % is scaled to controls: 0 for no effect and ±100 for the full control effect; nearly all actives have a fitted effect of over 55% in size
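qHTS (up to 57 uM final) was run with 24 h compound exposure of reporter cells at 37 °C. Each well was multiplexed: SteadyGlo luminescence measured ATXN2-luciferase expression after a fluorogenic Gly-Phe-AFC viability readout (25 uM final).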
HT1080NT lethal: qHTS for induction of synthetic lethality in tumor cells producing 2HG: qHTS for the HT-1080-NT fibrosarcoma cell line; HT-1080-NT fibrosarcoma viability, CellTiter-Glo ATP luminescence, 48 h; Potency, µM (doses to about 46.1 µM), for inactives: at the highest dose activity, negative = less viability, actives largely listed as cytotoxic; 1.6% of 360,000 active;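 also: NT is the 2HG producing partner of a matched IDH1 knockdown line; potency is read from the fitted curve at half-maximal effect; 0% = DMSO-treated cells and -100% = media-only wells without cells; nearly all actives have a fitted effect of over 55% in size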
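Fibrosarcoma NT cells, 750 per well in 5% FBS RPMI, were exposed to compound for 48 hours. Viability: CellTiter-Glo luminescence.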
WRN helicase inh: qHTS for Inhibitors of WRN Helicase. AID 651768, 2012. 0.46% of 360,000 active. Potency, µM (titrated, usually from 114 µM), for the others: top-dose activity change, negative = inhibition, usual class: inhibitors. Bifunctional 3'-5' exonuclease/ATP-dependent helicase WRN (Homo sapiens), Q14191. WRN helicase unwinding, fluorescent forked duplex, kinetic; also: potency is read from the fitted curve at half-maximal effect; % is scaled to controls: 0 for no effect and ±100 for the full control effect; nearly all actives have a fitted effect of over 55% in size
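Screening of the MLSMR collection measured strand separation of a quenched forked DNA duplex (100 nM) by 20 nM WRN with 2 mM ATP, all final. Compounds were preincubated with enzyme 15 min at room temperature.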
SW480 rerep: A quantitative high throughput screen for small molecules that induce DNA re-replication in SW480 colon adenocarcinoma cells; SW480 DNA re-replication, Hoechst DNA content imaging, 48 h; 1.8% of 340,000 active; AID 624297, 2012; Potency, µM (top dose mostly 46.1 µM), without a hit: at the top dose re-replication activation, hits mostly activators; also: potency is read from the fitted curve at half-maximal effect; % of control where 0% means no effect; nearly all actives have a fitted effect of over 55% in size
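DNA re-replication was detected as more nuclei of elevated Hoechst intensity after 48 hr exposure to compound (23 nL pinned per well of 250 cells).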
HT1080 IDH1KD tx: qHTS for induction of synthetic lethality in tumor cells producing 2HG: qHTS for the HT-1080-IDH1KD cell line | HT-1080 IDH1 knockdown viability, ATP luminescence, 48 h | 2% of 360,000 active | Potency, µM (highest dose often 46.1 µM), inactives show at the top dose activity, negative = toxicity, usual class: cytotoxic;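 also: potency is read from the fitted curve at half-maximal effect; 0% = DMSO wells and -100% = cell-free medium wells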
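% activity derives from luminescence (CellTiter-Glo), normalised to DMSO and no-cell wells. HT-1080-IDH1KD cells, 750/well, had 48 h compound exposure at 37 °C.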
KB-3-1 tox: qHTS assay for MDR1-selective chemotherapeutics: Primary screen using the parental adenocarcinoma cell KB-3-1 | KB-3-1 viability, CellTiter-Glo ATP luminescence, 72 h | Potency, µM (doses to about 46.1 µM), without a hit: at the highest dose activity change, negative = cytotoxic, most hits filed as cytotoxic | 1.4% of 400,000 active; also: potency is read from the fitted curve at half-maximal effect; % is scaled to controls: 0 for no effect and ±100 for the full control effect; nearly all actives have a fitted effect of over 60% in size
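Viability of parental KB-3-1 cells, measured by CellTiter-Glo luminescence, followed a 72 h incubation at 37 °C with pinned compounds in phenol-red-free DMEM containing 10% FBS.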
MCF10A rereplic: A quantitative high throughput screen for small molecules that induce DNA re-replication in MCF 10a normal breast cells; MCF 10A DNA re-replication, Hoechst nuclear intensity, 48 h; Potency, µM (series often up to 46.1 µM), without a hit: at the highest dose activity, positive = re-replication, usual class: activators; 2.9% of 350,000 active; also: potency is read from the fitted curve at half-maximal effect; % of control where 0% means no effect; nearly all actives have a fitted effect of over 50% in size
Starred values were filed as active, the others as inactive; ? = inconclusive; · = no result given; & = joins results of further samples; [ ] = another dose, or the depositor's remark. Unless noted, calls follow the shape of the dose curve; as a rule, active = well fitted curve in the direction sought with a large enough effect; inconclusive = small, poorly fitted or top-dose-only effect, or another doubt; inactive = no such curve, though single readings can be large; an effect the other way counts as inactive or inconclusive.

A first look (9 entries):
SMILES	KB-V1 MDR tox	IL-1B inflam inh	ATXN2 expr inh	HT1080NT lethal	WRN helicase inh	SW480 rerep	HT1080 IDH1KD tx	KB-3-1 tox	MCF10A rereplic
Cc1ccc([N+](=O)[O-])c(OCCN2CCC(Cc3ccccc3)CC2)c1	21µM*	-99*	-27%	21µM*	-9%	24%	16µM*	?	?
CCOC(=O)CC(=O)CSc1nc2c(cc1C#N)CCCCC2	21%	44	85%[activator]	-2%	1%	?	3%	3%	?
Cn1c(=O)cc(OCC(=O)NCCCN2CCN(c3cccc(Cl)c3)CC2)c2ccccc21	6%	-18	-17%	-1%	-10%	1%	-15%	-7%	24%
CCCCN1CC(O)=C(c2nc3ccccc3s2)C1=N	-18%	-22	28%	-11%	4%	0%	-8%	4%	-5%
Cc1csc(NC(=O)c2cccnc2)n1	6%	-2	·	12%	-6%	-3%	8%	5%	?
Cc1ccccc1-n1nnnc1SCCCC(=O)c1ccc(F)cc1	6.5µM*	-12	-1%	-2%	4%	?	-6%	?	11%
COC(=O)c1ccc(CNC(=O)Cn2cnc3c(OCc4ccccc4)ncnc32)cc1	25%	17	1%	4%	-3%	76%	4%	8%	-3%
CCOC(=O)CN(C(=O)COc1ccc2c(C)cc(=O)oc2c1)c1ccc(OCC)cc1	2%	-4	10%	15%	7%	-13%	7%	-2%	-10%
Cc1ccc(NC(=O)COC(=O)C2CCC2)cc1S(=O)(=O)N1CCOCC1	17%	0	-6%	9%	-14%	1%	17%	7%	3%

This part in full, previewed entries included:
SMILES	KB-V1 MDR tox	IL-1B inflam inh	ATXN2 expr inh	HT1080NT lethal	WRN helicase inh	SW480 rerep	HT1080 IDH1KD tx	KB-3-1 tox	MCF10A rereplic
Cc1ccc([N+](=O)[O-])c(OCCN2CCC(Cc3ccccc3)CC2)c1	21µM*	-99*	-27%	21µM*	-9%	24%	16µM*	?	?
CCOC(=O)CC(=O)CSc1nc2c(cc1C#N)CCCCC2	21%	44	85%[activator]	-2%	1%	?	3%	3%	?
Cn1c(=O)cc(OCC(=O)NCCCN2CCN(c3cccc(Cl)c3)CC2)c2ccccc21	6%	-18	-17%	-1%	-10%	1%	-15%	-7%	24%
CCCCN1CC(O)=C(c2nc3ccccc3s2)C1=N	-18%	-22	28%	-11%	4%	0%	-8%	4%	-5%
Cc1csc(NC(=O)c2cccnc2)n1	6%	-2	·	12%	-6%	-3%	8%	5%	?
Cc1ccccc1-n1nnnc1SCCCC(=O)c1ccc(F)cc1	6.5µM*	-12	-1%	-2%	4%	?	-6%	?	11%
COC(=O)c1ccc(CNC(=O)Cn2cnc3c(OCc4ccccc4)ncnc32)cc1	25%	17	1%	4%	-3%	76%	4%	8%	-3%
CCOC(=O)CN(C(=O)COc1ccc2c(C)cc(=O)oc2c1)c1ccc(OCC)cc1	2%	-4	10%	15%	7%	-13%	7%	-2%	-10%
Cc1ccc(NC(=O)COC(=O)C2CCC2)cc1S(=O)(=O)N1CCOCC1	17%	0	-6%	9%	-14%	1%	17%	7%	3%
CC(C)NC(=O)C1(C)CSCC(=O)N1Cc1cccs1 (configuration not stated)	-3%	-24	·	4%	-1%	·	0%	2%	·
COc1ccc(NC(=O)c2oc3ccccc3c2NC(=O)COc2ccccc2OC)c(OC)c1	1%	-6	?	18%	9%	2%	0%	0%	-5%
Cc1cc(/C=N/NC(=O)c2cccs2)c(C)n1-c1ccccc1	?	-5	-1%	?	-8%	-2%	?	16µM*	?
CCN(CC)CCN(C(=O)Cn1nnc(-c2ccc(C)o2)n1)C(C(=O)NC(C)(C)C)c1cccs1 (configuration not stated)	15%	-11	-6%	-2%	7%	7%	1%	-23%	19%
COc1cc(NC(=O)c2ccco2)c(C(=O)OCC(=O)Nc2ncc(Cl)cc2Cl)cc1OC	-29%	13	-11%	-6%	-24%	-4%	-5%	9%	1%
CN(C)S(=O)(=O)N1CCC(Cc2ccccc2)CC1	-25%	0	-11%	2%	1%	-1%	13%	-3%	2%
COCCN1C(=O)CN(S(C)(=O)=O)CC1(C)C(=O)Nc1c(C)cccc1C (configuration not stated)	9%	2	·	16%	6%	·	14%	0%	·
Cc1ccccc1C(=O)NCCNC(=O)c1cnccn1	1%	8	1%	17%	8%	-20%	12%	10%	9%
COCc1cc(=O)[nH]c(SCCS(=O)(=O)c2ccc(C)cc2)n1	16%	-12	-18%	-3%	-25%	-6%	-6%	15%	-1%
CCC(Sc1nc2ccccc2c(=O)n1CCN1CCOCC1)C(=O)NCc1cccnc1 (configuration not stated)	19%	2	1%	10%	6%	-10%	1%	21%	0%
COc1cc(C(=O)N2CCN(c3ccccc3)CC2)c([N+](=O)[O-])cc1OC	-12%	41	10%[11.3 µM]	20%	-5%	-23%	3%	7%	3%
Cc1ccc2c(c1)N(CC(=O)N1CCCC(C)C1)C(=O)CO2 (configuration not stated)	-2%	-14	-5%	9%	5%	-20%	2%	0%	-21%
CCCc1cc(=O)oc2cc(O[C@@H]3O[C@H](CO)[C@@H](O)[C@H](O)[C@H]3O)ccc12	-16%	-17	·	2%	-7%	-5%	-6%	-14%	15%
Nc1cccc2c(=O)c3ccccc3[nH]c12	?	-7	-13%	-2%	-3%	4%	-18%	-22%	1%
O=C(CN1C(=O)NC2(CCCCCC2)C1=O)c1ccccc1	0%	-2	15%	9%	5%	5%	4%	1%	2%
C(=N\NC1=Nc2cccc3cccc1c23)/c1ccccn1	?	111	·	-20%	-12%	14%	?	23µM*	?
SMILES	KB-V1 MDR tox	IL-1B inflam inh	ATXN2 expr inh	HT1080NT lethal	WRN helicase inh	SW480 rerep	HT1080 IDH1KD tx	KB-3-1 tox	MCF10A rereplic
COc1ccc(/C=N/N2CCN(c3ccncc3S(=O)(=O)N3CCCCC3)CC2)cc1	-22%	12	-4%	14%	3%	2%	16%	0%	-2%
O=C(NC1CCCC1)C(c1ccccc1)N(C(=O)c1ccco1)C1CCCC1 (configuration not stated)	?	-10	-11%	-4%	-5%	-8%	-1%	-8%	-4%
CCCCCCc1ccc(N2C[C@H](CCCCC)[C@@H](CC(=O)NCc3ccccc3)C2=O)cc1	5%&-24%	-13	2%	16%	-6%	-1%	4%	-22%&-5%	0%
CC(=O)OC(C)(C)C1Cc2cc3ccc(=O)oc3cc2O1 (configuration not stated)	5%	2	34%	13%	-3%[57.1 µM]	-15%	4%	11%	-1%
CN(C)c1ccc(CN2CCCC(O)C2)cc1 (configuration not stated)	-13%	7	0%	9%	3%	1%	2%	-2%	-1%
Nc1nc(SCc2nc(-c3ccccc3)no2)[nH]c(=O)c1-c1ccccc1	18µM*	1	10%	-13%	-20%	10%	-17%	-28%	13%
CCCNC(=O)Nc1cc(S(=O)(=O)CC)ccc1O	0%	5	14%	8%	-1%	5%	8%	5%	-3%
COc1ccc(CN2CCC2(C)C(=O)NCCc2c[nH]c3ccccc23)c2ccccc12 (configuration not stated)	6%	15	5%	-2%	1%	·	-23%	0%	·
Nc1ccc(Oc2ncccn2)c(Cl)c1	10%	10	1%	2%	0%	-8%	-2%	19%	-7%
Cc1ccc(-c2nc(CN(Cc3cnn(C)c3)C(C)C)c(C)o2)o1	21%	8	5%	12%	6%	4%	16%	9%	-5%
Cc1ccc2cc(CN(CCCN3CCOCC3)C(c3nnnn3Cc3ccco3)C(C)C)c(=O)[nH]c2c1C (configuration not stated)	2%	-9	-6%	0%	-26%	21µM*	?	7%	?
O=C(NC(Cc1c[nH]c2ccccc12)c1nnc2n1CCCCC2)c1ccccc1 (configuration not stated)	0%	-5	-8%	7%	0%	-8%	18%	6%	-5%
Brc1ccc2c(c1)-c1ccccc1C1=NCCN12	10µM*	-104*	·	23µM*	9%	·	16µM*	?	·
COc1ccc(N(CC(=O)Nc2cc(OC)cc(OC)c2)S(=O)(=O)c2c(C)n[nH]c2C)cc1	17%	-12	-4%	-27%	-12%	-2%	-10%	6%	16%
COc1ccc(-n2cc(-c3ccc(C)cc3)[n+]3c2SCC3)cc1	-5%	-94*	?	2.9µM*	-6%	-6%	2.3µM*	?	?
Cc1cccc(OCCNC(=O)c2ncn[nH]2)c1	19%	-9	1%	7%	5%	-9%	1%	10%	4%
COc1ccc(C)cc1N(CC(=O)NC1CCCC1)C(=O)CCC(=O)Nc1cc(C)on1	0%	3	-8%	0%	-1%	-1%	1%	-10%	1%
CN(C)CC1CCC/C(=C/c2ccc(Cl)cc2)C1=O (configuration not stated)	?	-24	?	-16%	-25%	?	?	?	18µM*
O=C(c1ccco1)N1CCN(Cc2cccc3ccccc23)CC1	0%	-24	14%	-25%	-9%	1%	-25%	2%	22%
O=C(Nc1ccc2[nH]c(=O)[nH]c2c1)c1ccc(Br)o1	-1%	?	8%	6%	-5%	-15%	12%	-8%	-1%
